# Screening data as filed in PubChem BioAssay.
# EPAC1 agonist – qHTS for Agonist of cAMP-regulated guanine nucleotide exchange factor 3 (EPAC1): primary screen. EPAC1 agonist qHTS, biochemical assay; response scale: 100% = response to 6.5 mM cAMP. Potency, µM (doses to about 154 µM), for the others: at the highest dose activation, hits mostly activators. 0.073% of 360,000 active. AID 720707, 2013; note: potency is the fitted concentration of half-maximal effect; nearly all actives have a fitted effect of over 60% in size
#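 Normalized to 6.5 mM cAMP, activity reflects EPAC1-catalysed release of BODIPY-GDP from Rap1B, followed kinetically over 30 min at 480 nm excitation, 540 nm emission. Reaction contained 100 nM EPAC1, 250 nM Rap1B-BODIPY-GDP, 50 uM GDP.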
# PI5P4Ka inh – qHTS for Inhibitors of phosphatidylinositol 5-phosphate 4-kinase (PI5P4K) | PI5P4Kalpha enzyme, ADP-Glo luminescence, 60 min; active compounds read low | max response, % | 1.2% of 330,000 active; active = max response of -50% or lower; inconclusive = between -30% and -50%; inactive = -30% or higher; note: value at the top dose of about 77 µM; % is set by controls: 0 for no effect and ±100 for the full control effect
#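 ADP-Glo luminescence end-point read after a 60 min room-temperature kinase reaction of PI5P4Kalpha plus substrate, initiated with ATP at 5 microM final. Buffer: 0.038 M HEPES pH 7.4, EGTA, 0.1% CHAPS, 5% DMSO.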
# EPAC2 agonist – qHTS for Agonist of cAMP-regulated guanine nucleotide exchange factor 4 (EPAC2): primary screen. AID 720711, 2013. EPAC2 activation, biochemical qHTS; response scale: 100% = 6.5 mM cAMP response. Potency, µM (series often up to 154 µM), for inactives: at the highest dose activation, most hits filed as activators. Rap guanine nucleotide exchange factor 4 (Homo sapiens), Q8WZA2. 0.079% of 360,000 active; note: potency is the fitted concentration of half-maximal effect; nearly all actives have a fitted effect of over 50% in size
#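 Each well held 100 nM EPAC2, 250 nM RAP1B-BODIPY-GDP and 50 uM GDP. Fluorescence, read at 5-min intervals to 30 min, was referenced to a 6.5 mM cAMP positive control.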
# WRN inhibitor – qHTS for Inhibitors of WRN Helicase. 0.46% of 360,000 active. WRN helicase unwinding, fluorescent forked duplex, kinetic. Potency, µM (series often up to 114 µM), inactives show top-dose activity change, negative = inhibition, most hits filed as inhibitors. AID 651768, 2012. Bifunctional 3'-5' exonuclease/ATP-dependent helicase WRN (Homo sapiens), Q14191; note: potency is the fitted concentration of half-maximal effect; % is set by controls: 0 for no effect and ±100 for the full control effect; nearly all actives have a fitted effect of over 55% in size
# Target sequence (Q14191 whole entry, looked up): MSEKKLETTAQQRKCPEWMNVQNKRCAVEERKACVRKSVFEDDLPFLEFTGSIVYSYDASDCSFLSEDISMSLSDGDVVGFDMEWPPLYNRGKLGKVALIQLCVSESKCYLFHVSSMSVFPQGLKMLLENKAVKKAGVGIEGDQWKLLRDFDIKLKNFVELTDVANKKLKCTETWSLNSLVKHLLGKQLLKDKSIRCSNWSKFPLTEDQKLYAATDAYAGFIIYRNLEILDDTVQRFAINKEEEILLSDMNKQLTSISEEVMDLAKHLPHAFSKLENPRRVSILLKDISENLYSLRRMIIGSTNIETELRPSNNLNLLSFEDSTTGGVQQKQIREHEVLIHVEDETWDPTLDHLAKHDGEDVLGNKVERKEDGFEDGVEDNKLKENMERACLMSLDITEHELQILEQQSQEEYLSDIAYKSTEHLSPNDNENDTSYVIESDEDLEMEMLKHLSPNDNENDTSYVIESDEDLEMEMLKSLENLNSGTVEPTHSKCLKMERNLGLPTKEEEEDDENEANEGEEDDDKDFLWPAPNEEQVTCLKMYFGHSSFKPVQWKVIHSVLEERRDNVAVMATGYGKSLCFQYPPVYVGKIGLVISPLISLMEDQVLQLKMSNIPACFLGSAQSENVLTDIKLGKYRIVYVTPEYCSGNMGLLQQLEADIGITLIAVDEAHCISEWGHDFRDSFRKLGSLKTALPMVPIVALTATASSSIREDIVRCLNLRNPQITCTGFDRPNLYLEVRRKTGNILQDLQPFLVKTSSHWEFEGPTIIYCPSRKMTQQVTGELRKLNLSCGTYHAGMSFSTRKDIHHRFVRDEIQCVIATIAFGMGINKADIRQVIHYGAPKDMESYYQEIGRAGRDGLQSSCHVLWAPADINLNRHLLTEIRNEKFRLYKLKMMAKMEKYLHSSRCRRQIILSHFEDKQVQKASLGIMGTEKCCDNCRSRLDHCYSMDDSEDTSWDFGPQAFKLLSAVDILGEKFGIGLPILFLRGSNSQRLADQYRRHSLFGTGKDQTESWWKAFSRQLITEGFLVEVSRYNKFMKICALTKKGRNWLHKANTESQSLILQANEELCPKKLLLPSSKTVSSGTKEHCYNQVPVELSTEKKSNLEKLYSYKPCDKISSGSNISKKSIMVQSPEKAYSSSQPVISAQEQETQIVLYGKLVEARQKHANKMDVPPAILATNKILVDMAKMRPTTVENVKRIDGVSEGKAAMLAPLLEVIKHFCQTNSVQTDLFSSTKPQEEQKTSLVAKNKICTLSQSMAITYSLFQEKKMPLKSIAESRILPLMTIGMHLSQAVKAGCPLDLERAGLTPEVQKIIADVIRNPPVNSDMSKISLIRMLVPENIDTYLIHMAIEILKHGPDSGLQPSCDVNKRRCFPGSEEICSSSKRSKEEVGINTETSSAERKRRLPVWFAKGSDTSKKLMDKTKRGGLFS
#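 Kinetic red-fluorescence monitoring (525/598 nm) tracks WRN helicase activity after 100 nM fluorophore-quencher forked duplex and 2 mM ATP are added to 20 nM enzyme pretreated 15 min at room temperature with compound.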
# CCT modulator – High-Throughput Screening for Modulators of Cytosolic Chaperonin Activity; purified chaperonin ATPase assay, HTRF ADP detection, 30 min; activity change, % (concentration not given with the values), hits read low; 0.3% of 360,000 active; AID 651819, 2012; in the data active = activity change below about -30%; note: % is set by controls: 0 for no effect and ±100 for the full control effect
#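 We incubate TRiC, 40 or 20 nM final, with library compounds at 76 uM and 10 uM ATP for 30 min at 37 °C. ADP formed is detected with Transcreener HTRF reagents after 30 min at room temperature.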
# PLK1 PBD inh – qHTS for Inhibitors of PLK1-PDB (polo-like kinase 1 - polo-box domain): Primary Screen | Potency, µM, without a hit: max response, negative = inhibition, actives largely listed as inhibitors | 2.8% of 360,000 active | Plk1 PBD binding of FITC phosphopeptide, fluorescence polarization | AID 720504, 2013; note: potency is the fitted concentration of half-maximal effect; series mostly up to about 57 µM; % is set by controls: 0 for no effect and ±100 for the full control effect; nearly all actives have a fitted effect of over 65% in size
# IL2 activator – qHTS of IL-2 Activators; IL-2 activation reporter assay, cell-based qHTS; stimulated with anti-CD3/CD4/CD28 beads; in transgenic mouse T cells; activation, % (series mostly up to about 46 µM); 0.065% of 360,000 active; AID 652025, 2013; in the data active = activation above about 50%; inconclusive = mostly about 30% to 49%; note: 0% is about no effect
#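 Screening format: compound pinned onto unstimulated transgenic mouse T cells, 60 min incubation, then anti-CD3/anti-CD4/anti-CD28 bead stimulation for 18 hours at 37 degrees C, followed by EGFP and DsRed detection.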
# EPAC1 antag – qHTS for Antagonist of cAMP-regulated guanine nucleotide exchange factor 3 (EPAC1): primary screen; Rap guanine nucleotide exchange factor 3 (Homo sapiens), O95398; EPAC1 GEF assay, Rap1b-BODIPY-GDP exchange fluorescence; Potency, µM (titrated, usually from 115 µM), for inactives: top-dose activity change, negative = inhibition, actives largely listed as inhibitors; 0.14% of 360,000 active; AID 720709, 2013;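 note: potency is the fitted concentration of half-maximal effect; plate controls were vehicle for no effect and positive control for full effect; nearly all actives have a fitted effect of over 50% in size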
# * = called active by the depositor; ? = inconclusive; . = not tested or not shown; [ ] = another dose, or the depositor's remark. Unless noted, calls come from the whole dose curve; as a rule, active = well fitted curve in the direction sought with a large enough effect; inconclusive = small, poorly fitted or top-dose-only effect, or another doubt; inactive = no such curve, though single readings can be large; an effect the other way counts as inactive or inconclusive. Some of the compounds tested; rates above refer to the full screens.
SMILES,EPAC1 agonist,PI5P4Ka inh,EPAC2 agonist,WRN inhibitor,CCT modulator,PLK1 PBD inh,IL2 activator,EPAC1 antag
O=C(COC(=O)CNS(=O)(=O)c1cc(C(F)(F)F)ccc1Cl)NC1CC1,-2%,1,5%,-6%,-0.8,-13%,-0.9,?
CC(Oc1ccccc1F)c1nnc(SCC(=O)Nc2ccc(N3CCOCC3)cc2)o1 (stereo not given),3%,2,2%,-3%,-0.8,-1%,0.0,-12%
CC1C(c2ccccc2)=Nn2c(=O)n(-c3ccccc3)c(=O)n21 (stereo not given),1%,-14,3%,-2%,0.3,4%,-1.8,-6%
COCCNC(=O)C[C@H]1C[C@H]2c3cc(NS(=O)(=O)c4ccc(F)cc4)ccc3O[C@H]2[C@H](CO)O1,-4%,-3,-7%,2%,2.0,-7%,-2.9,-20%
COc1ccc(C)cc1NC(=O)CNC(=O)Cn1ccc2ccccc2c1=O,4%,-8,5%,-4%,-2.5,-4%,-2.7,-8%
COc1ccc(OC)c(C(=O)CC2OC(=O)c3ccccc32)c1 (stereo not given),-2%,-4,-5%,2%,1.3,-6%,-3.6,6%
ClC(=C\c1ccccc1)/C=N/N1CCN(c2ccccn2)CC1,-2%,7,0%,-27%,-0.8,31%[activator],-4.4,-10%
Cc1onc(-c2ccccc2)c1C(=O)OCC(=O)Nc1ccccc1Cl,-8%,4,-7%,9%,2.0,2%,-3.1,13%
COCCN(C(=O)CSc1ncn[nH]1)c1c(N)n(Cc2ccccc2)c(=O)[nH]c1=O,5%,4,1%,-5%,-1.5,-9%,1.5,-6%
COc1ccc(S(=O)(=O)NCc2cccnc2)cc1NC(=O)c1ccc(C)cc1,2%,-2,-3%,5%,-0.7,-10%,-1.3,5%
O=C(c1cccc(S(=O)(=O)N2CCN(c3ccc(F)cc3)CC2)c1)N1CCCC1,9%,0,-1%,6%,-2.8,-15%,-0.4,8%
O=S(=O)(NCc1cccs1)c1ccc(Br)cc1,11%,8,6%,-1%,0.9,7%,0.6,9%
CN(CC(=O)Nc1cccnc1)S(=O)(=O)c1ccccc1,-1%,.,-3%,1%,0.8,-4%,1.3,1%
Cc1ccc(S(=O)(=O)N2CCN(C(=O)COC(=O)COc3ccc(Cl)c(C)c3)CC2)c(C)c1,-7%,5,20%,-2%,-5.9,-7%,-3.3,-1%
CCC(NC(=O)Cc1c(C)c2c(cc(C)c3c(C)c(C)oc32)oc1=O)C(=O)O (stereo not given),7%,-4,4%,-15%,0.5,-9%,-1.2,-16%
CN1C(=O)NC(c2ccc(O)cc2)C2=C1CN(c1ccc(O)cc1)C2=O (stereo not given),9%,-7,6%,-2%,0.6,0%,-0.2,-11%
O=C(CCn1nc(-c2ccc(F)cc2)ccc1=O)NCc1ccccc1,-8%,-4,1%,2%,0.3,5%,-4.7,-7%
COc1ccc(CCC(=O)OCC(=O)Nc2ccccc2OC(F)F)cc1OC,2%,5,8%,-5%,-2.5,-19%,0.3,-2%
COc1ccc(C(=O)NNC(=O)CCc2ccccc2OC)cc1,7%,-2,6%,8%,-2.1,3%,-1.9,-18%
CC(C)N1CN=C(Nc2nc3ccccc3o2)NC1,4%,-2,1%,1%,-3.7,-7%,1.2,-9%
COc1cc(OC)c(C(=O)NCC2CCCO2)cc1OC (stereo not given),-6%,1,-4%,-1%,-4.5,-2%,-0.7,2%
COCCn1c(SCc2nc3cc(OC)c(OC)cc3c(=O)[nH]2)nnc1-c1ccncc1,1%,2,11%,5%,2.4,-8%,0.3,-8%
COc1ccc(CN2CCN(C(=O)CC(C)C)CC2)cc1OC,5%,-7,4%,3%,-0.6,-9%,0.6,0%
O=C(O)c1sc2cc(C(F)(F)F)cnc2c1-c1ccccc1,4%,-2,-1%,-7%,-1.1,-24%,1.9,-8%
O=C(COc1ccc2c3c(c(=O)oc2c1)CCCC3)N1C[C@H]2C[C@@H](C1)c1cccc(=O)n1C2,-19%,1,11%,-3%,-1.8,-13%,0.0,6%
COc1ccccc1S(=O)(=O)Cc1ccc(C(=O)N2CCN(c3cccc(Cl)c3)CC2)o1,6%,.,0%,-4%,-1.6,-1%,-1.7,-1%
CC(=O)c1ccc(NC(=S)N2c3ccccc3CC2C)cc1 (stereo not given),13%,-2,8%,-7%,2.7,-9%,-0.1,-11%
COc1cc(C2c3cc4c(cc3C(OC3OC5COC(c6cccs6)OC5C(O)C3O)C3COC(=O)C23)OCO4)cc(OC)c1O (stereo not given),-17%,-4,5%,5%,-9.2,?,-0.8,-9%
COc1ccccc1C1(O)CCN(CC(=O)Nc2nc(-c3ccccc3)cs2)CC1,8%,12,11%,-4%,-46*,-3%,-3.6,?
CC[C@]12c3[nH]c4ccc(Cl)cc4c3CCN1C(=O)[C@@H](CC(=O)NC/C=C(\C)CCC=C(C)C)C[C@@H]2C(=O)N1CCN(C(=O)C2CC2)CC1,-21%,20,-7%,-3%,-4.2,-3%,-0.9,-23%
Cc1cc(C)n(-c2ccc(Cl)c(C(=O)NCc3ccccc3)n2)n1,-4%,-4,3%,0%,2.1,-6%,0.2,-12%
Cc1ccc(C)c(N2CCN(c3cnn(-c4nc5ccccc5s4)c(=O)c3Cl)CC2)c1,-4%,0,-1%,8%,-0.6,-1%,0.2,-3%
O=C(NNS(=O)(=O)c1ccc(Cl)cc1)C1CCN(Cc2ccccc2)CC1,-6%,1,-6%,-1%,-1.9,-20%,-0.2,-3%
COc1ccc(C2=Nn3c(nnc3-c3ccccc3)SC2)cc1OC,3%,.,0%,-11%,-4.4,-5%,-2.3,14%
Clc1ccc(Cc2ccc(SCc3ccccc3)nn2)c(Cl)c1,16%,12,5%,-14%,-3.2,-1%,0.9,-3%
CCOC(=O)N1CCC(Nc2nc3ccccc3n3nnnc23)CC1,-1%,-1,1%,-13%,-1.2,-10%,2.2,4%
O=C(Nc1ncn[nH]1)c1ccc(Cl)cc1Cl,0%,9,-15%,7%,1.6,-6%,2.2,3%
O=C(CCNS(=O)(=O)c1ccccc1C(F)(F)F)NCCCSc1ccccc1,-4%,4,13%,?,-1.1,0%,-4.7,-24%
COc1cccc(N2CCN(c3cnc4ccccc4n3)CC2)c1,-3%,8,10%,5%,1.7,-5%,-1.7,-1%
CN1CCN(c2ccc(CNC(=O)c3ccc4c(c3)OCCO4)cc2)CC1,4%,-1,13%,13%,-2.2,-14%,0.5,5%
C[C@@H]1CCCCO[C@@H](CN(C)Cc2ccncc2)[C@@H](C)CN([C@H](C)CO)C(=O)c2cc(NC(=O)c3ccccc3)ccc2O1,5%,-2,12%,-1%,-34*,-13%,-1.0,-25%
CCNC1=C(Cl)C(=O)c2ccccc2C1=O,-4%,-11,-6%,-15%,1.6,-4%,-0.5,-9%
CC(=O)C(=Nc1ccc(Cl)cc1Cl)NNc1cccc(Cl)c1,6%,-1,5%,1%,-0.1,-2%,0.1,1%
O=C(NC1=NCCS1)c1ccccc1F,7%,0,0%,-2%,-2.3,2%,2.6,12%
CC(C)C(c1nnnn1Cc1ccc(F)cc1)N1CCN(Cc2ccc3c(c2)OCO3)CC1 (stereo not given),7%,2,9%,-9%,0.6,3%,-0.5,-6%
N#Cc1c(N)sc(=S)c2c1CCCCC2,1%,-91*,10%,20µM*,0.8,21µM*,2.9,-21%
Nc1ccc(-c2nc3ccc(-c4nc5ccccc5o4)cc3[nH]2)cc1,-8%,4,-1%,-17%,1.9,-2%,-2.0,-1%
O=C(O)/C(=C\c1ccccc1)c1ccccc1,9%,0,5%,4%,1.2,-19%,2.5,-2%
O=C(NNC(=O)c1csc(N2CCOCC2)n1)c1ccc(=O)[nH]c1,10%,7,2%,1%,-6.9,-6%,0.0,-20%
CC(C)c1ccc(NC(=O)CNC(=O)Cn2cnc3ccccc3c2=O)cc1,8%,4,-3%,1%,-0.6,2%,-0.1,13%
c1ccc(N2CCN(c3cnccn3)CC2)nc1,4%,0,7%,-3%,-1.7,-23%,2.7,-18%
COc1ccc(Br)cc1CNCC1CCCO1 (stereo not given),6%,-1,4%,3%,-1.0,4%,0.8,4%
C/C(Cn1cnc([N+](=O)[O-])n1)=N\NC(=O)c1ccccc1F,-1%,-4,7%,-8%,-2.1,0%,1.3,-6%
COc1ccccc1N1CCN(C(=O)c2ccc(C(C)(C)C)cc2)CC1,-12%,-62*,-13%,50µM*,-0.5,2.7µM*,-3.3,-24%
O=C(CSc1ccc2nnc(-c3ccccc3)n2n1)NCC1CCCO1 (stereo not given),1%,.,1%,-5%,0.7,-6%,-2.7,8%
CN(CC(=O)N1CCCCC1)S(=O)(=O)c1cccc2cccnc12,7%,-6,3%,5%,4.0,-3%,-2.7,-5%
CCC1(c2ccc(F)cc2)NC(=O)N(CC(=O)Nc2ccc(-c3nc4ccc(C)cc4s3)cc2)C1=O (stereo not given),-1%,2,-1%,6%,-1.2,1%,3.3,-1%

# Single records (already shown).
# `COc1ccc(Br)cc1CNCC1CCCO1` (stereo not given) across the screens: EPAC1 agonist = 6%; PI5P4Ka inh = -1; EPAC2 agonist = 4%; WRN inhibitor = 3%; CCT modulator = -1.0; PLK1 PBD inh = 4%; IL2 activator = 0.8; EPAC1 antag = 4%
# `CC(C)C(c1nnnn1Cc1ccc(F)cc1)N1CCN(Cc2ccc3c(c2)OCO3)CC1` (stereo not given) across the screens: EPAC1 agonist = 7%; PI5P4Ka inh = 2; EPAC2 agonist = 9%; WRN inhibitor = -9%; CCT modulator = 0.6; PLK1 PBD inh = 3%; IL2 activator = -0.5; EPAC1 antag = -6%
